# p53 reactivator – mutant p53 re-activation in reporter cells; H1299 p53-A138V BP100-luciferase reporter, luminescence, 24 h; Potency, µM (highest dose often 92.2 µM), for inactives: at the top dose activity change, positive = activation, actives largely listed as activators; 320,000 compounds, 0.063% hits; note: potency is the fitted concentration of half-maximal effect; % of control where 0% means no effect; nearly all actives have a fitted effect of over 45% in size
#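 H1299 (p53-null), stable ts p53-A138V + BP100-Luc; 1000 cells/well, Opti-MEM/10% FBS; cpd 4 pt, 1:5; 24 h, 37 deg C, 5% CO2; detection reagent 10 min RT; luminescence.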
# MLL CXXC-DNA inh – MLL CXXC-DNA interaction inhibition | Q03164 | MLL-CXXC / FITC-HOXA9 DNA fluorescence polarization | Potency, µM (series often up to 115 µM), for inactives: at the top dose activity change, negative = inhibition, most hits filed as inhibitors | 290,000 compounds, 0.037% hits | AID 2662; active = well fitted inhibition curve with a large enough effect in the polarisation, with a control signal flat, not every such curve was filed as active; inconclusive = small, poorly fitted or top-dose-only effect, or effect the other way, or a change in a side signal; inactive = no such curve, though single readings can be large or run the other way; the % refers to the polarisation; note: potency is the fitted concentration of half-maximal effect
# Target sequence (Q03164 whole entry, looked up): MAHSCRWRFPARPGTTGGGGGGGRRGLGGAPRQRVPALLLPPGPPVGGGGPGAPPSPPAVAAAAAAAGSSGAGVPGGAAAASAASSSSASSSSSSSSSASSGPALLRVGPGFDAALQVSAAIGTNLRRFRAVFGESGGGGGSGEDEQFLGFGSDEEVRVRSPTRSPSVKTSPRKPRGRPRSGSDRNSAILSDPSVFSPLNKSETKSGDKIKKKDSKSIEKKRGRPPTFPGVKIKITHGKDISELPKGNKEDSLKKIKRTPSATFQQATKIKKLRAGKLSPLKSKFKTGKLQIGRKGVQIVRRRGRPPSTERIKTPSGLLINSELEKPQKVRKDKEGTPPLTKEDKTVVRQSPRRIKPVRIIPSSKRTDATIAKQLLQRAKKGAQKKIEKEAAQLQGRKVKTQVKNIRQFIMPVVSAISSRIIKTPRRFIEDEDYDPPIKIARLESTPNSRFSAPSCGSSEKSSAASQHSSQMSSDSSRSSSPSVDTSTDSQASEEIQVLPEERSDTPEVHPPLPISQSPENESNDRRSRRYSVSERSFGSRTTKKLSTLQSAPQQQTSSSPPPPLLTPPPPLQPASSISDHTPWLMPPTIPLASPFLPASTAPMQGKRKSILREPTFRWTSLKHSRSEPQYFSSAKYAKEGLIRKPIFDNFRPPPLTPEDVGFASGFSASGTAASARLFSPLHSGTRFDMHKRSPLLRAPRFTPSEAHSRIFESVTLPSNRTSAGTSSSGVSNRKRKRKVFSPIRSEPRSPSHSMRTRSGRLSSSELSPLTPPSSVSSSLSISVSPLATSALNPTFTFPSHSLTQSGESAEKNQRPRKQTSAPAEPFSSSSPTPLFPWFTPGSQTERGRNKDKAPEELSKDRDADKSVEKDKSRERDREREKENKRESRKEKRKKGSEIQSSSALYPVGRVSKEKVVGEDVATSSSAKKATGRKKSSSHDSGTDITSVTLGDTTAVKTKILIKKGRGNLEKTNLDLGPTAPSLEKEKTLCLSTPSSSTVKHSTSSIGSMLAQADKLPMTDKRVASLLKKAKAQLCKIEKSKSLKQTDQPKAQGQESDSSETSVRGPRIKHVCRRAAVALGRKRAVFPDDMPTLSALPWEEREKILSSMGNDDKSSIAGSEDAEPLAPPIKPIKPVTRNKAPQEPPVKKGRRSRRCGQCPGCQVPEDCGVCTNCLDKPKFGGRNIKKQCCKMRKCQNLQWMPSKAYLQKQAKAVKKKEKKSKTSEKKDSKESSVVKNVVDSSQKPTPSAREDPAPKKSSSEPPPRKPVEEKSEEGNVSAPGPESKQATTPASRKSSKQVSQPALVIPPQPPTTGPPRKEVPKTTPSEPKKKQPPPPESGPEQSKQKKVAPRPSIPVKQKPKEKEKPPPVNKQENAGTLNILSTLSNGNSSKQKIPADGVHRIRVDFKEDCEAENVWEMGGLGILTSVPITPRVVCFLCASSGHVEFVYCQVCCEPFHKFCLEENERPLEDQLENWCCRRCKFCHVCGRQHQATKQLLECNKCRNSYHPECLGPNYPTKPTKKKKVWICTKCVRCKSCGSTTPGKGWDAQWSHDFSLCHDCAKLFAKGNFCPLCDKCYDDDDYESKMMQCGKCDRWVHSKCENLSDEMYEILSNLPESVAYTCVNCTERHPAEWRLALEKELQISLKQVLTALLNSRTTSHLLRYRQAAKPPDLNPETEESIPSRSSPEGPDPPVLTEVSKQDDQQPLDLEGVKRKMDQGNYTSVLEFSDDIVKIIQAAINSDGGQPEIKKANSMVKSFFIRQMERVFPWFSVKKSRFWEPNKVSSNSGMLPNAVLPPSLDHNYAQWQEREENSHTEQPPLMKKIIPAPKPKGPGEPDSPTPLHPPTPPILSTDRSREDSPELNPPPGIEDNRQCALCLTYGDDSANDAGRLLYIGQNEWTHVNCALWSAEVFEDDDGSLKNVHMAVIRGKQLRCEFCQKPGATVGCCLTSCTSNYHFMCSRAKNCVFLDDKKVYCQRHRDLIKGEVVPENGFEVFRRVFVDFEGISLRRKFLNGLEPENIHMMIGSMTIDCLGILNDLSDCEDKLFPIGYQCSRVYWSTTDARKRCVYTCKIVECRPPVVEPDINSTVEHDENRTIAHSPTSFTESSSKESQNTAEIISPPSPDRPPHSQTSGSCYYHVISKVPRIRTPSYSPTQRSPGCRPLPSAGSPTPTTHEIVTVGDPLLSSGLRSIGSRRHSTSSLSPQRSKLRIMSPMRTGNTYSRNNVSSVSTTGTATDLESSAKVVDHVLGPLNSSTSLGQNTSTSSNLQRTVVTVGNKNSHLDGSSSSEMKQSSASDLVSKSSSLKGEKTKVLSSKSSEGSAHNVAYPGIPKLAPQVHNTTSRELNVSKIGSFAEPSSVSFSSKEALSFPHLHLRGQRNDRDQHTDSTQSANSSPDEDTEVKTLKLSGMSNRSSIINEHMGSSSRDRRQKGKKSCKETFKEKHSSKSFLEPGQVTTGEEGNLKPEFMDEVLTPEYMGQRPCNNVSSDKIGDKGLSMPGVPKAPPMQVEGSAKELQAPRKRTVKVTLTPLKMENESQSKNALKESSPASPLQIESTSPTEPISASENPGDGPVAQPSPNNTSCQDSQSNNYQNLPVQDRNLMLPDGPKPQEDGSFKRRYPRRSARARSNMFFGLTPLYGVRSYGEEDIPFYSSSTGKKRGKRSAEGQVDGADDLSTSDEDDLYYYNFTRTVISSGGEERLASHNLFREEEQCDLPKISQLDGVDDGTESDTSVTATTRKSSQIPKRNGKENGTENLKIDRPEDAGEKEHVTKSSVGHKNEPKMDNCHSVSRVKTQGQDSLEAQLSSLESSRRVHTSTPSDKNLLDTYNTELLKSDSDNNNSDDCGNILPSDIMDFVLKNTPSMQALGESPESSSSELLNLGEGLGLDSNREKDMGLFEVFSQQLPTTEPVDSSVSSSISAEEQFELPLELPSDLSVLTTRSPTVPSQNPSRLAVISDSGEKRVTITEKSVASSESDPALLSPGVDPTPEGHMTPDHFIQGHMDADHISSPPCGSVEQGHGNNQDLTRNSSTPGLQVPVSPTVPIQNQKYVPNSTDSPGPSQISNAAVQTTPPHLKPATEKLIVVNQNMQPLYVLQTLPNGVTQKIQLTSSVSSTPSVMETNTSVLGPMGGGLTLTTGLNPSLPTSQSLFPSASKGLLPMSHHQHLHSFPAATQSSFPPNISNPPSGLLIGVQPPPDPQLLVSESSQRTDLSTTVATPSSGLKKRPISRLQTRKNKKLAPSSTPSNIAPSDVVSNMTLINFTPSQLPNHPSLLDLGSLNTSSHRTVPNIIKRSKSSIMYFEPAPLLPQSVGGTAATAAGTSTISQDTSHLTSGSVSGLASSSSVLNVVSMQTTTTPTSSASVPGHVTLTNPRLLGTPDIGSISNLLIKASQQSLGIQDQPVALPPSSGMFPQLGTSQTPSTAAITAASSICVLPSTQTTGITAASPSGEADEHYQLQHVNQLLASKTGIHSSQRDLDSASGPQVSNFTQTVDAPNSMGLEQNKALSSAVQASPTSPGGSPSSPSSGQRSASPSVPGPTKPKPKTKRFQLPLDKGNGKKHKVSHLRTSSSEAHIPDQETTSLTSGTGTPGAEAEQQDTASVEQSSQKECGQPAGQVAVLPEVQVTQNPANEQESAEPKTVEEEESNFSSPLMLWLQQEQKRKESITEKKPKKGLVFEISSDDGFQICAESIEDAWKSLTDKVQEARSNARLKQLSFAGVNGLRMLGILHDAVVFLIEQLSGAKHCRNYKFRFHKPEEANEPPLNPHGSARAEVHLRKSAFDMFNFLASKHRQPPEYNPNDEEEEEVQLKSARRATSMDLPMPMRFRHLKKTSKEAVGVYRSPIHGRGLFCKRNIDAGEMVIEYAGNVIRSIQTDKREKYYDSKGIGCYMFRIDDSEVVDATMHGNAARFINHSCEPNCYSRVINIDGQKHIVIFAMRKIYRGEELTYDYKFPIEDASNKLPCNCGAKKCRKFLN
#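 Fluorescence polarization: 7 uM MLL-CXXC (stock) preincubated 5 min with compounds, then 50 nM fluorescein-HOX-A9 DNA (stock) added; 30 min ambient. Buffer 50 mM Tris-HCl pH 7.5, 50 mM NaCl, 1 mM DTT, 0.05% BSA.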
# PTAP TSG101 blk – blocks PTAP/TSG101 interaction to inhibit HIV-1 budding; Potency, µM (series often up to 115 µM), without a hit: at the highest dose activity change, negative = inhibition, usual class: inhibitors; Fluorescence polarization, FITC-PTAP peptide / Tsg101 binding; AID 493005; Q99816; 340,000 tested, under 10 active; active = well fitted inhibition curve with a large enough effect in the main read-out, with a control signal flat, not every such curve was filed as active; inconclusive = small, poorly fitted or top-dose-only effect, or effect the other way, or a change in a side signal; inactive = no such curve, though single readings can be large or run the other way; note: potency is the fitted concentration of half-maximal effect; % of control where 0% means no effect
#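 Fluorescence polarization binding of Tsg101 binding domain (10 uM final) to FITC-labeled PTAP peptide (50 nM final) in HEPES pH 7.5 buffer with NaCl, Tween 20, EDTA, TCEP. Compounds added before peptide; binding 20 min at RT.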
# ELG1 repair inh – ELG1-dependent DNA repair inhibition; HEK293T ELG1-luciferase reporter, luminescence, 16 h; DNA damage induced by 5-fluorouridine; Potency, µM (top dose mostly 46.1 µM), for the others: at the top dose activity change, negative = inhibition, hits mostly inhibitors; 330,000 compounds, 2.3% hits; AID 504467; note: potency is the fitted concentration of half-maximal effect; % is set by controls: 0 for no effect and ±100 for the full control effect; nearly all actives have a fitted effect of over 55% in size
#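 HEK293T cells expressing luciferase-tagged ELG1 (2,000/well) received 5-Fluorouridine plus compound or DMSO for 16 hr at 37 °C. Luciferase was read by ONE-Glo luminescence after 30 min at room temperature.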
# a7 integrin act – integrin-mediated muscular dystrophy alleviation activation; AID 624291; Potency, µM (series often up to 38.3 µM), for inactives: at the top dose activation, most hits filed as activators; 350,000 compounds, 0.064% hits; alpha7betagal myoblasts, beta-gal FDG fluorescence, 48 h;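 note: potency is the fitted concentration of half-maximal effect; 100% = response of the positive control SU9516; nearly all actives have a fitted effect of over 60% in size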
#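 alpha7betagal+/- myoblasts (passage 13, 250/well) treated 48 h at 37C with compounds at 1:260 dilution of DMSO stock. Lysed, then beta-galactosidase activity read as FDG fluorescence (ex 480/em 540) after 30 min, with pre-read for autofluorescence.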
# TRPV1 ag – agonists of human vanilloid receptor 1 (TRPV1); Q8NER1; TRPV1-expressing cells, Fluo-8 calcium influx, agonist mode; activation, % at 8.33 µM; 320,000 compounds, 0.19% hits; AID 540275; in the data active = activation above about 80%; inconclusive = between about 30% and that limit; note: 0% is about no effect
#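 Fluo-8 calcium influx in TRPV1-expressing cells, kinetic read (ex 480/em 520 nm). Compound added and read 3 min for agonist activity, followed by capsaicin at EC20 final and 2 min further read for enhancement.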
# BRCA1 expr act – activators of BRCA1 expression; 380,000 compounds, 1.1% hits; Potency, µM (titrated, usually from 46.1 µM), without a hit: at the top dose activation, actives largely listed as activators; MCF7-BRCA1-FFLuc reporter, luminescence, 48 h; response scale: scaled: vehicle 0%, 10 µM genistein 100%; note: potency is the fitted concentration of half-maximal effect; nearly all actives have a fitted effect of over 80% in size; some results filed as inactive show a strong effect at the top dose
#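 Luminescence from a BRCA1-driven firefly luciferase in MCF7 cells was read after 48 h compound exposure at 37 C. Data normalized against DMSO and a 10microM genistein activation control, then curve-fitted across the titration.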
# TCR act – activates T cell receptor signaling; primary human leukocytes, anti-CD3, IL-2 HTRF, 48 h; Potency, µM (highest dose often 9.22 µM), for the others: top-dose activation of IL-2 secretion, hits mostly activators; 330,000 tested, under 10 active; AID 504894; note: % of control where 0% means no effect
#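 TCR engagement came from a-CD3 beads alone, with compounds added to primary human leukocytes for 48 hr. Secreted IL-2 bridged europium cryptate- and d2-labelled anti-IL-2 antibodies, giving FRET emission at 665nm after 320nm excitation.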
# B2AR arrestin – recruits beta-arrestin to the human beta2-adrenergic receptor. beta-arrestin recruitment to beta2AR, cell-based reporter. AID 492947. 330,000 compounds, 0.02% hits. Potency, µM (top dose mostly 46.1 µM), for inactives: top-dose activation, usual class: activators. P07550;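 note: potency is the fitted concentration of half-maximal effect; 0% = DMSO controls and full agonism = EC100 isoproterenol or metaproterenol; nearly all actives have a fitted effect of over 65% in size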
# A-T KAP1 phos – potential ataxia-telangiectasia treatments restoring KAP-1 phosphorylation; […] A-T fibroblasts, KAP-1 phosphorylation AlphaLISA; neocarzinostatin DNA damage 30 min before lysis; Potency, µM (highest dose often 57.5 µM), without a hit: at the top dose activation, most hits filed as activators; 320,000 compounds, 0.19% hits; AID 485349; note: potency is the fitted concentration of half-maximal effect; % of control where 0% means no effect; nearly all actives have a fitted effect of over 45% in size
#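 hTERT-immortalized A-T patient fibroblasts ([…]), 500 cells/well in OPTI-MEM, 1% FBS, got compounds for 60 min, then NCS for 30 min at 37C. Lysates were then assayed for phospho-KAP-1 by AlphaLISA (anti-pKAP1 donor, anti-KAP1 acceptor beads), 6 hr at 25C.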
# Active calls of the source: *; ? = inconclusive; nt = not tested or not shown; & = joins results of further samples; [ ] = dose if it differs, or a comment. Unless noted, calls come from the whole dose curve; as a rule, active = well fitted curve in the direction sought with a large enough effect; inconclusive = small, poorly fitted or top-dose-only effect, or another doubt; inactive = no such curve, though single readings can be large; an effect the other way counts as inactive or inconclusive. No enrichment for hits; any-hit rate near 3.8%.
SMILES,p53 reactivator,MLL CXXC-DNA inh,PTAP TSG101 blk,ELG1 repair inh,a7 integrin act,TRPV1 ag,BRCA1 expr act,TCR act,B2AR arrestin,A-T KAP1 phos
Cc1cc(N2CCN(C(c3ccccc3)c3ccc(Cl)cc3)CC2)n2ncnc2n1 (stereo not given),-5%,0%,0%,2%,23%,?,-13%,1%,-1.2%,22%
COc1ccc(OC)c2[nH]c(=O)c(CCNC(=O)c3ccc(S(=O)(=O)N4CCCC4)cc3)cc12,-1%,8%,-7%,?,14%,-6,-21%,6%,-0.4%,1%
Cc1cc(=S)nc(-c2ccccn2)[nH]1,-2%,-12%,-1%,?,-47%,2,-36%,-2%,?,30%
N#Cc1cn(-c2ccccc2)nc1C(=O)c1ccccc1,1%,-9%,-3%,3%,-3%,14,32%,-3%,-0.4%,4%
CN(C(=O)c1ccc(N2CCCCC2)c([N+](=O)[O-])c1)C1(C)CCS(=O)(=O)C1 (stereo not given),-8%,-6%,-3%,-10%,-38%,-2,2%,-4%,3.1%,2%
CC(=O)N1CCc2c(sc(NC(=O)CN3C(=O)CCC3=O)c2C(N)=O)C1,-6%,-9%,-7%,0%,-11%,-2,-5%,4%[46.1 µM],-1.0%,4%
C/C(CC(=O)Nc1c(Cl)cccc1C(F)(F)F)=N\NC(=O)c1cnccn1,nt,nt,1%,nt,26%,nt,-50%,0%,nt,nt
COc1ccc(S(=O)(=O)N(CC(=O)N/N=C/c2ccc(C(=O)O)cc2)Cc2ccccc2)cc1OC,-4%,9%,0%,0%,18%,0,11%,-7%,0.5%,14%
CCN1C(=O)[C@H]2[C@@H](c3ccc(-c4ccc(C(C)=O)cc4)c(OC)c3)N3CCCC[C@@]3(C(=O)OC)[C@H]2C1=O,-1%,nt,-1%,14%,-18%,nt,0%,-2%,0.0%,1%
COc1ccc(NC(=O)Nc2ccc3c(c2)N(C)C(=O)CS3)cc1OC,-12%,12%,2%,?,6%,-4,-6%,-1%[46.1 µM],-0.9%,17%
CNC(=S)NNc1nc(C)cc(C)n1,4%,16%,-2%,10%,-27%,0,0%,4%,0.1%,-5%
O=C1c2ccccc2C(=O)N1CCCc1nc(-c2ccc(Cl)cc2)no1,-1%,0%,-1%,7%,10%,nt,-7%,7%,0.0%,8%
CC1CCCN(CCCNS(=O)(=O)c2cc(Br)cc3c2N(C(=O)C2CC2)CC3)C1 (stereo not given),-7%,9%,-1%,12%,24%,5,7%,-6%,-0.3%,15%
Cc1ccc(C(C(=O)NC(C)(C)C)N(CC2CCCO2)C(=O)CCC(=O)Nc2ccccn2)cc1 (stereo not given),-3%,?,1%,18%,-56%[inhibitor],11,-24%,4%,-0.4%,-9%
Cc1noc(C)c1COc1ccccc1C(=O)Nc1ccc(C(N)=O)cc1,2%,nt,0%,17%,34%,-2,0%,5%,-1.0%,-4%
COc1ccc(/C=C/C(=O)N(C)C2(C)CCS(=O)(=O)C2)cc1 (stereo not given),4%,nt,-1%,17%,6%,-1,18%,-2%,-2.2%,8%
COc1ccc(S(=O)(=O)NCC(=O)N(CC(=O)NCc2ccco2)Cc2ccc(F)cc2)cc1,-2%,-1%,-2%,-20%,29%,1,4%,6%,-0.3%,0%
O=C(CSc1ccc(-c2ccccn2)nn1)Nc1ccccc1,27%,-2%,-1%,3%,-14%,5,-20%,4%,0.4%,3%
CCOC(=O)c1cc(NC(=O)c2ccc(C)cc2)c(=O)oc1-c1ccccc1,2%,-2%,0%,0%,-15%,nt,1%,-3%,-0.2%,-4%
CCOc1cc(C(=O)NC(=S)Nn2cnnc2)cc(OCC)c1OCC,1%,4%,0%,0%,?,1,4%,1%,-0.1%,0%
CC(C)(C)OC(=O)N1Cc2[nH]c3ccccc3c2C[C@@H]1C(=O)O,-6%,nt,-2%,6%,3%,1,-13%,4%,-0.2%,5%
O=C(O)c1cccc(N2C(=O)C3CC=CCC3C2=O)c1 (stereo not given),-3%,0%,-4%,-5%,13%,-3,7%,-2%[46.1 µM],-0.1%,-2%
Cn1c(C(=O)NC2CCCC2)cc2c(=O)n(C)c3ccccc3c21,-7%,10%,-1%,?,-2%,nt,0%,-8%,0.0%,-4%
Cc1ccc(Cl)cc1N1CCN(C(c2cccnc2)c2nnnn2C2CCCCC2)CC1 (stereo not given),-6%,3%,0%,-7%,44%,4,-56%,-3%,0.2%,1%
O=C1c2cccc3cccc(c23)C(=O)N1CC1CCN(CC(O)COCc2ccc3c(c2)OCO3)CC1 (stereo not given),-8%,28%,2%,?,-57%[inhibitor],2,-33%,-4%[46.1 µM],0.2%,0%

# Additional results:
SMILES,p53 reactivator,MLL CXXC-DNA inh,PTAP TSG101 blk,ELG1 repair inh,a7 integrin act,TRPV1 ag,BRCA1 expr act,TCR act,B2AR arrestin,A-T KAP1 phos
O=C(NC1(C(F)(F)F)NC(=O)N(C2CCCCC2)C1=O)C1CC1 (stereo not given),-2%,-6%,-3%,-11%,?,-3,18%,-2%,-0.8%,-6%
CCOC(=O)C1CCCN(S(=O)(=O)c2cc(Br)cc3c2N(C(=O)CC)CC3)C1 (stereo not given),-5%,6%,-5%,-15%,14%,1,1%&5%,0%,-0.4%,2%
O=C(NNC(=O)C1CC1c1ccccc1)c1ccccc1F (stereo not given),6%,8%,-5%,-12%,14%,0,32%,-5%,0.2%,1%
O=C1[C@@H]2[C@H]3CC[C@H](C3)[C@@H]2C(=O)N1O,7%,2%,-4%,0%,19%,-2,-6%,2%,-1.0%,1%
N/C(=N\OC(=O)COc1ccc([N+](=O)[O-])cc1)c1ccncc1,6%,38%[activator],0%,?,-13%,-1,1%,8%,0.2%,0%
COc1cc(NC(=O)COc2ccc(-n3cnnn3)cc2)c(OC)cc1Cl,-3%,1%,7%,9%,-16%,-7,9%,6%,-0.2%,7%
Cc1cccc(C(=O)NCC2CCCO2)c1 (stereo not given),?,-4%,-4%,?,-8%,1,40%,-4%[46.1 µM],-0.9%,0%
CSCCC(N=C(NS(=O)(=O)c1ccc(Br)cc1)c1ccccc1)C(=O)O (stereo not given),4%,-1%,-7%,-8%,2%,0,-9%,-1%,-1.1%,7%
Cc1cc(C)n(CCNC(=O)c2ccco2)n1,9%,1%,-1%,2%,-17%,-2,0%,-5%,-0.3%,0%
CCc1nnc(NC(=O)CCC(=O)N2CCN(Cc3cc(F)ccc3OC)CC2)s1,-18%,-2%,-3%,-5%,5%,-1,-7%,4%,0.2%,4%
O=C(Oc1ccc(-n2cnnn2)cc1)c1ccco1,4%,160%[activator],2%,0%,6%,3,3%,5%,0.2%,0%
O=[N+]([O-])c1ccc(N2CCOCC2)cc1NCCCO,-1%,-5%,-6%,15%,4%,1,-39%,-5%,-0.9%,-11%
COc1ccc(-c2onc(C)c2-c2ccc(C(=O)OC(C)C)o2)c(O)c1,-8%,-2%,-4%,23µM*,-8%,?,-43%,-6%,0.2%,-4%
CCN1CCN(C(CC(C)C)c2nnnn2CS(=O)(=O)c2ccc(C)cc2)CC1 (stereo not given),6%,-1%,-2%,8%,-25%,1,-7%,0%,3.1%,2%[11.5 µM]
COc1ccc(-c2csc(C)n2)cc1OC,8%,-5%,-5%,?,-1%,5,40%,2%,0.2%,nt
CCN(CC)Cc1cc(C(=O)O)c(C)o1,3%,-4%,-1%,?,0%,1,2%,1%,-1.0%,9%
CCC1(CC)NC(=O)N(CC(=O)OCC(=O)Nc2cc(C)ccc2C)C1=O,1%,1%,-13%,0%,14%,-3,41%,nt,0.4%,0%
CCOC(=O)N1CCC(NC(=O)C2CCN(S(=O)(=O)c3cccc4cccnc34)CC2)CC1,-3%,5%,-1%,?,2%,-2,0%,-6%,0.4%,?
CN(C)/N=C/c1cn(-c2ccccc2)nc1-c1cccnc1,-5%,9%,-5%,-25%,7%,?,0%,-3%,0.0%,0%
CCSc1cnc(-c2ccccc2)n1CC,-3%,15%,-6%,17%,6%,16,26%,2%,0.4%,0%
Oc1cccc(NC(=S)Nc2cccnc2)c1,5%,7%,1%,2%,-7%,-1,-10%,-3%[46.1 µM],-1.7%,-10%
COc1ccc2[nH]c(=O)c(CN(C(=O)c3cccnc3)c3ccc(C)c(C)c3)cc2c1,-2%,5%,-5%,?,-6%,1,-1%,2%,-0.1%,-11%
COc1cccc(-c2nc(CS(=O)(=O)CC(=O)NC3CCCc4ccccc43)c(C)o2)c1 (stereo not given),-3%,-5%,-1%,?,10%,4,-15%,-2%,0.3%,1%
CC(C)c1ccc(N=Cc2c(O)c3ccccc3oc2=O)cc1,nt,-13%,-1%,?,0%,83*,-9%,-4%,-0.5%,1%

# Screening results (PubChem BioAssay)
